TDP1 inh: inhibitors of human tyrosyl-DNA phosphodiesterase TDP1; recombinant TDP1, AlphaScreen DNA substrate cleavage; 350,000 compounds, 0.28% hits; Potency, µM (series often up to 130 µM), inactives show at the top dose activity change, negative = inhibition, hits mostly inhibitors; also: nearly all actives have a fitted effect of over 40% in size
Target sequence (Q9NUW8 whole entry, looked up): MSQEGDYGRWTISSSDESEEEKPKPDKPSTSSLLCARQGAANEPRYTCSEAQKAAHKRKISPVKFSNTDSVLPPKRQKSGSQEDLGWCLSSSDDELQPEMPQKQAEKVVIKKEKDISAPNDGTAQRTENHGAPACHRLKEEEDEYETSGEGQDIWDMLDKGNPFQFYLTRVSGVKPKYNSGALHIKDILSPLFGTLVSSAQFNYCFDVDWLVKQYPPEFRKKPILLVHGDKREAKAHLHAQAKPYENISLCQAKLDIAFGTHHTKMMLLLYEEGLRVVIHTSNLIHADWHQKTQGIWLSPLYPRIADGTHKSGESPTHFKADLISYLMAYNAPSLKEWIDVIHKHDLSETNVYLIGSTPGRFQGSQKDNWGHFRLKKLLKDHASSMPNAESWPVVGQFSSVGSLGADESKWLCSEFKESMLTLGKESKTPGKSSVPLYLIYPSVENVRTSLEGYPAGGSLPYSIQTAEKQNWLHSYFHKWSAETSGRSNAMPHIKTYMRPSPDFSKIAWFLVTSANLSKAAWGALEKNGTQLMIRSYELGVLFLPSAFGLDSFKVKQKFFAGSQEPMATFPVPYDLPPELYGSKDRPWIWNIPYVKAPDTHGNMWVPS
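Recombinant E. coli-expressed Tdp1 (1 nM) preincubated with compound 15 min at RT, then 5'-biotin/3'-phosphotyrosine-FITC DNA substrate (15 nM) added for 5 min. AlphaScreen beads (10 ug/ml) added, 10 min RT; tyrosine-FITC cleavage read as signal loss.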
TDP1 cell noCPT: qHTS for Inhibitors of human tyrosyl-DNA phosphodiesterase 1 (TDP1): qHTS in cells in absence of CPT; DT40 Tdp1-/- hTDP1 cells, no CPT, ATP luminescence, 48 h; Potency, µM (top dose mostly 46.2 µM), inactives show top-dose activity change, negative = growth inhibition, actives largely listed as inhibitors; 420,000 compounds, 15% hits; AID 686978, 2013; also: nearly all actives have a fitted effect of over 55% in size
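A cellular qHTS used chicken DT40 cells lacking endogenous Tdp1 but carrying stably transfected human TDP1. Compounds were applied without camptothecin, and cell growth kinetics were judged by ATP-dependent luminescence after ≥48 hr.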
TDP1 cell CPT: DT40-hTDP1 cell growth loss with CPT. chicken DT40 Tdp1-/-;hTDP1 cells + 20 nM CPT, ATP luminescence, 48 h. Potency, µM (highest dose often 46.2 µM), for inactives: at the highest dose activity change, negative = growth inhibition, usual class: inhibitors. 420,000 compounds, 12% hits; also: nearly all actives have a fitted effect of over 55% in size
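Cell growth measured by CellTiter-Glo luminescence after a minimum 48 h, 37 C compound exposure with 20 nM CPT in Tdp1-knockout DT40 cells stably expressing hTDP1, seeded 400/well; qHTS titration format.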
An asterisk follows results filed as active; ? = inconclusive; . = not tested or not shown; & = joins results of further samples. Calls follow the shape of the dose curve; as a rule, active = well fitted curve in the direction sought with a large enough effect; inconclusive = small, poorly fitted or top-dose-only effect, or another doubt; inactive = no such curve, though single readings can be large; an effect the other way counts as inactive or inconclusive. % is scaled to controls: 0 for no effect and ±100 for the full control effect; potency is read from the fitted curve at half-maximal effect.

Start of the listing, in advance (two entries):
No. | compound | TDP1 inh | TDP1 cell noCPT | TDP1 cell CPT
1 | Cc1ccccc1C(=O)NC1CC(C)(C)NC(C)(C)C1 | 6% | 0% | 1%
2 | Cc1ccc(N=Cc2cc3c(cc2[N+](=O)[O-])OCO3)cc1[N+](=O)[O-] | . | ? | ?

The listing, repeating the preview:
No. | compound | TDP1 inh | TDP1 cell noCPT | TDP1 cell CPT
1 | Cc1ccccc1C(=O)NC1CC(C)(C)NC(C)(C)C1 | 6% | 0% | 1%
2 | Cc1ccc(N=Cc2cc3c(cc2[N+](=O)[O-])OCO3)cc1[N+](=O)[O-] | . | ? | ?
3 | CCCn1nnnc1NCc1ccc(F)cc1 | 3% | 6% | 1%
4 | COCCn1c(=O)c(C)nc2cncnc21 | . | 20% | 9%
5 | N#CC(C#N)=C1C=C2C=C(N3CCOCC3)CCC2CC1 (centres undefined) | -2% | ? | 1%
6 | CN(C(=O)Cc1c(C(=O)O)n(C)c2ccccc12)c1cccc(C(F)(F)F)c1 | . | ? | -2%
7 | CC(=O)c1cccc(NC(=O)NCCS(C)=O)c1 (centres undefined) | 8% | -17% | -25%
8 | COC(=O)c1ccc(Nc2cc(C)nc(-c3ccccc3O)n2)cc1 | 0% | ? | ?
9 | Cc1cc(Br)ccc1NC(=O)CN(C)C(=O)C1CCN(c2ncnc3sc(C)c(C)c23)CC1 | . | 21µM* | ?
10 | Cc1cccc(C(=O)O/N=C2/CC3CCC2(C)C3(C)C)c1 (centres undefined) | -2% | -19% | ?
11 | O=C(O/N=C(\c1ccccc1)c1ccccn1)c1cccc2ccccc12 | -3% | 4% | 7%
12 | Cc1cccc(N2C(=O)c3ccc(C(=O)Nc4c[nH]c(=O)[nH]c4=O)cc3C2=O)c1 | . | 27% | -7%
13 | Cc1cc(Br)ccc1NC(=S)N1CCOCC1 | . | 4% | 2%
14 | Clc1cc(Br)ccc1NCc1cccnc1 | . | -8% | ?
15 | COc1ccc(OC)c(C(C)NC(=O)Nc2ccccc2)c1 (centres undefined) | 3% | 12% | 2%
16 | CN1/C(=C/c2cccc[n+]2CCO)Sc2ccccc21 | . | ? | ?
17 | Cc1ccc(-c2nn3c(=O)c(C)nnc3s2)cc1 | 0% | -2% | 8%
18 | CCCN(CC(=O)Nc1ccccc1C)C(=O)c1oc2ccc(OCC)cc2c1C | . | ? | ?
19 | Cc1nc2c(Cl)cccc2c2c1CC(CBr)O2 (centres undefined) | . | ? | 15µM*
20 | CCCC(=O)Nc1ccc(-c2nc3cc(C)ccc3o2)cc1 | 9% | -26% | -20%
21 | CCCCOc1ccc(-c2nonc2NC(=O)c2ccco2)cc1 | -2% | ? | ?
22 | O=C(CNC(=O)c1ccc(Cl)cc1)OCN1C(=O)c2ccccc2C1=O | 2% | 2% | ?
23 | CC(C)c1cc(CNC(=O)c2cc(COc3cncc(Cl)c3)on2)on1 | . | 18µM* | ?
24 | CCOC(=O)c1c[nH]c2c(C(=O)c3ccccc3)cc(Cl)cc2c1=O | . | ? | ?
25 | COc1ccccc1-c1nnc(NC(=O)C2=COCCO2)o1 | -14% | 8% | -13%
26 | COc1cccc(N2CCN(C(=O)c3ccc4nc[nH]c4c3)CC2)c1 | 7% | 10% | -13%
27 | O=C(COC(=O)c1cnccn1)Nc1ncc(Cl)cc1Cl | -7% | 6% | 7%
28 | COc1ccc(NC(=O)C(c2ccncc2)n2c(=O)c(-c3ccccc3)nc3ccccc32)cc1 (centres undefined) | . | ? | ?
29 | CCOC(=O)c1c(Nc2ccc(C)c(C)c2)nnc(-c2ccccc2)c1-c1ccccc1 | . | 16µM* | ?
30 | Cc1ccc(S(=O)(=O)C(CNS(=O)(=O)c2ccc(F)c(C(F)(F)F)c2)c2ccco2)cc1 (centres undefined) | -5% | ? | ?
31 | CCOc1ccc(N(CC(=O)NC2CCCCC2)C(=O)Cn2nnc(-c3ccc(C)o3)n2)cc1 | 10% | ? | ?
32 | CCOc1ccc(S(=O)(=O)NNS(=O)(=O)c2ccc(C)cc2C)cc1 | 4% | 3% | 11%
33 | Cc1ccc(-c2nc3cc(N)ccc3o2)cc1 | -3% | -2% | -11%
34 | Clc1cc2nc[nH]c2cc1Cl | . | -17% | 2%
35 | COC(=O)c1ccc(/C=N/Nc2nc(C)c(C)s2)cc1 | 6% | ? | -26%
36 | O=C(NNC(=O)c1cccc2ccccc12)c1ccc(Cl)cc1 | . | ? | 2%
37 | CN(C)c1ccc(-c2csc(C(O)c3cccc(Cl)c3)n2)cc1 (centres undefined) | . | 21µM* | 21µM*
38 | CCN(CC(=O)Nc1ccc2c(c1)OCCO2)C(=O)COc1ccc(C)cc1 | 4% | -3% | -1%
39 | Cc1ccc(C(=O)O/N=C/c2c(N3CCOCC3)n(C)c3ccccc23)cc1 | 3% | 4.1µM* | 3.3µM*
40 | Cc1ccc(-c2nnc(SCC(N)=O)n2C)cc1 | 5% | -4% | 3%
41 | CCOc1ccc(-n2c(SCC(=O)Nc3ccccc3OC)nc3c(oc4ccccc43)c2=O)cc1 | 6% | ? | ?
42 | O=S(=O)(c1ccc(Oc2ccc(Br)cc2F)nc1)N1CCCCC1 | -1% | -19% | -2%
43 | c1coc(CN2CCN(C(c3cccs3)c3nnnn3C3CCCC3)CC2)c1 (centres undefined) | -8% | ? | -4%
44 | COc1ccc(NC(=O)C2(C)Cc3c(-c4ccc(NC(C)=O)cc4)ccnc3O2)cn1 (centres undefined) | . | ? | 21µM*
45 | O=C(Nc1cccc(Cl)c1)c1ccc2sc([C@H]3C[C@H](O)[C@@H](CO)O3)nc2c1 | . | 23µM* | 26µM*
46 | CC[C@@H]1CCCCc2ccccc2[C@@H](C(=O)C[C@@H](O)CC(C)=O)OC1=O | 0% | -19% | -14%
47 | CCN(CC)C(=O)C1CCCN(c2ccc([N+](=O)[O-])cc2/C=N/NC(=O)c2ccc([N+](=O)[O-])cc2)C1 (centres undefined) | 4% | -2% | -10%
48 | CC(Nc1ccccc1CO)C(=O)Nc1cccc(Cl)c1Cl (centres undefined) | 0% | -1% | 2%
49 | Cc1ccc(NC(=O)NC2CCCCC2)c(C)c1 | 4% | 1.2µM* | 1µM*
50 | COc1ccnc(Oc2ccc3ccccc3c2)c1C#N | -4% | -20% | -11%

Values in list order from the entries so far:
TDP1 cell CPT for nos. 35–46, in order: -26%, 2%, 21µM*, -1%, 3.3µM*, 3%, ?, -2%, -4%, 21µM*, 26µM*, -14%
TDP1 inh for nos. 35–46, in order: 6%, ., ., 4%, 3%, 5%, 6%, -1%, -8%, ., ., 0%
TDP1 cell noCPT for nos. 35–46, in order: ?, ?, 21µM*, -3%, 4.1µM*, -4%, ?, -19%, ?, ?, 23µM*, -19%

Continuation:
No. | compound | TDP1 inh | TDP1 cell noCPT | TDP1 cell CPT
51 | CCN1C(=O)[C@H]2[C@@H](c3ccc(-c4cccc(Cl)c4)c(OC)c3)N[C@@](CC(C)C)(C(=O)OC)[C@H]2C1=O | -3% | ? | ?
52 | O=C(O)CN1C(=O)/C(=C\c2ccccc2OCc2ccccc2)SC1=S | . | 7% | -4%
53 | Cc1ccc(Nc2cc(C)c3c(O)cccc3n2)cc1C | 10% | 15µM* | 21µM*
54 | CC(C)[C@H](NC(=O)c1ccccc1F)C(=O)OCC(=O)NC(=O)NC1CCCCC1 | -4% | -6% | ?
55 | CCOc1ccc(CCNC(=O)C(CCC(N)=O)NC(=O)OCc2ccccc2)cc1OCC (centres undefined) | -3% | 0% | 12%
56 | O=C1NC[C@H](Cc2ccccc2)N(CCc2cccc(F)c2)C1=O | -1% | -4% | -14%
57 | O=C(NCCNC(=O)c1ccc([N+](=O)[O-])cc1)c1ccncc1 | 5% | 10% | 15%
58 | Cc1cc(C)c(NC(=O)Cn2cnc3c(oc4ccccc43)c2=O)c(C)c1 | 1%&1% | -14%&-22% | 2%&-19%
59 | CC1CN(CCCCOc2ccc(Cl)c3ccccc23)CC(C)O1 (centres undefined) | . | 10µM* | ?
60 | CCCCc1cc(=O)oc2cc(C)cc(OCC(=O)N3CCC(C(=O)O)CC3)c12 | . | -5% | -2%
61 | CCOC(=O)c1c(NC(=O)COC(=O)c2ccccn2)sc(C(=O)N(C)C)c1C | -4% | -4% | -11%
62 | OCCN1CCN(CC#CCn2c3ccccc3c3ccccc32)CC1 | 4% | ? | ?
63 | N#C[C@@H]1C[C@@H]2C[C@@H]2N1C(=O)[C@@H](N)C12CC3CC(CC(O)(C3)C1)C2 | . | -15% | -24%
64 | COc1ccc(-c2csc(NC(=O)c3ccccc3NS(=O)(=O)c3ccc(F)c(F)c3)n2)cc1 | 8% | 2.6µM* | 2.3µM*
65 | Cc1n[nH]c(=S)n1/N=C/c1c(O)ccc2ccccc12 | . | -10% | -4%
66 | CCCOc1ccc(NC(=O)Cc2ccc(S(=O)(=O)N3CCOCC3)s2)cc1OCCC | 6% | ? | ?
67 | COc1ccc(C(NC(C)=O)c2c(O)ccc3ccccc23)cc1OC (centres undefined) | 4% | -9% | 1%
68 | CNC(=O)COC(=O)c1[nH]c(C)c(C(C)=O)c1C | 11% | -1% | -11%
69 | C[C@H](CO)N1C[C@H](C)[C@@H](CN(C)S(=O)(=O)c2ccc(F)cc2)Oc2c(NC(=O)Nc3ccccc3)cccc2C1=O | 3% | -20% | -29%
70 | CCCC[C@@H](CN[C@H](C)CNC)NCC1CCC(C(C)(C)C)CC1 (some centres undefined) | . | 6.5µM* | 5.8µM*
71 | O=C(Nc1ccc2c(c1)OCCO2)C(c1cc2ccccc2o1)N1CCN(c2ccc(C(F)(F)F)cn2)CC1 (centres undefined) | . | ? | ?
72 | COc1ccc(CN2CCCC(C(=O)N3CCCC3)C2)c(OC)c1 (centres undefined) | . | 1% | 1%
73 | COc1ccc(NC(=O)CCCC(=O)c2ccccc2)c(OC)c1 | . | -21% | 5%
74 | COc1ccc(C2=NN(c3ccccc3)C(=O)/C2=C\c2ccc(O)c(OC)c2)cc1 | 8% | -28% | -15%
75 | CC(=O)Nc1ccc(NS(=O)(=O)c2cccc3ccccc23)cc1 | 0% | -18% | ?
76 | CC(NC(=O)COC(=O)/C=C/c1ccc2c(c1)OCO2)c1ccccc1 (centres undefined) | 2% | -8% | 0%
77 | O=C(Nc1ccc([N+](=O)[O-])cn1)c1ccc2c(c1)OCO2 | -5% | 7% | 9%
78 | CC(c1ccc(C(C)(C)C)cc1)S(=O)CC(O)CO (centres undefined) | 5% | -3% | -27%
79 | Cc1ccc(N2CC(C(=O)Nc3c4c(nn3C(C)(C)C)CS(=O)(=O)C4)CC2=O)cc1 (centres undefined) | 4% | -4% | -25%
80 | CC(=O)N/C(=C\c1ccccc1)C(=O)NC(C)C(=O)O (centres undefined) | 5% | -5% | -3%
81 | CCOC1=C2[C@@H](CN(S(=O)(=O)c3ccc(C)cc3)[C@H]2c2ccccc2)[C@H]2C(=O)N(Cc3ccccc3)C(=O)[C@H]2C1 | . | ? | ?
82 | Nc1nc2nccc(-c3ccc(Cl)cc3)n2n1 | 4% | -26% | -19%
83 | Cc1ccccc1CSc1nc2cccnc2n1Cc1ccc(C(=O)NCCc2cccs2)cc1 | 7% | 16µM* | 13µM*
84 | N#Cc1ccsc1NC(=O)CCc1ccccc1 | 4% | 21µM* | ?
85 | Cc1c(C(=O)O)[nH]c2c1C(=O)CC(c1ccccc1)C2 (centres undefined) | 7% | -16% | -15%
86 | Nc1ccc(Oc2cccc(Oc3ccc(N)cc3)c2)cc1 | 5% | -13% | 18%
87 | COc1ccc(-c2nnc(CSc3nnc(-c4ccncc4)n3C3CCCCC3)o2)cc1OC | 0% | ? | ?
88 | O=C(c1cc2cc(Cl)ccc2[nH]1)N1CCc2ccccc2C1 | 2% | -46% | ?
89 | O=S1(=O)N(Cc2ccccc2F)CCCN1Cc1c(F)cccc1Cl | . | -25% | 0%
90 | Cc1cc(C)c2ccc3c(C)c(C)nc3c2[nH]1 | 9% | 21µM* | ?
91 | CC(=O)NC(CC(C)C)C(=O)NC(Cc1ccccc1)C(=O)CCl (centres undefined) | . | 2.6µM* | 2.3µM*
92 | Cc1nn2c(SCC(=O)c3cccs3)cc(C(C)(C)C)nc2c1-c1ccccc1 | 4% | ? | ?
93 | Cc1cc(/C=N/NC(=O)c2cccc([N+](=O)[O-])c2)c(C)n1-c1ccccc1 | 5% | ? | ?

Sorted by heavy-atom count (rising): some entries from above
No. | compound | TDP1 inh | TDP1 cell noCPT | TDP1 cell CPT
90 | Cc1cc(C)c2ccc3c(C)c(C)nc3c2[nH]1 | 9% | 21µM* | ?
88 | O=C(c1cc2cc(Cl)ccc2[nH]1)N1CCc2ccccc2C1 | 2% | -46% | ?
92 | Cc1nn2c(SCC(=O)c3cccs3)cc(C(C)(C)C)nc2c1-c1ccccc1 | 4% | ? | ?

High-throughput results: PubChem, National Center for Advancing Translational Sciences (NCATS)
